SMARCA2 act – SMARCA2 (BRM) function activators, primary screen, cell-based, luminescence, high throughput; actives 1% (n = 370,000); AID 652017, 2013; activation, % at 9.1 µM; MG213 cells, MMTV-luciferase reporter, dexamethasone, overnight; in the data active = activation above about 7.8%;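 also: 0% = vehicle wells and 100% = reference activator wells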
NPR1 activator – GC-A stimulated cGMP production enhancers – HEK293 GC-A cells, cGMP TR-FRET, EC30 ANP, primary screen; Atrial natriuretic peptide receptor 1 (Homo sapiens), P16066; 0% at EC30 ANP, 100% saturating ANP; activation, % at 10 µM; actives 0.14% (n = 370,000); AID 1671463, 2021; in the data active = activation above about 40%
hgDAF-12 ag – H. glycines DAF-12 receptor agonists, primary screen, cell-based, luminescence, HEK293, GAL4 fusion, UAS-luciferase; Nuclear hormone receptor DAF-12 (Heterodera glycines), GAL4 fusion; HEK293 GAL4-hgDAF12 UAS-luciferase reporter, agonist luminescence; normalized to butyrate control; activation, % at 6.8 µM; actives 1.8% (n = 370,000);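 active = activation above a cutoff set at the mean of all screened compounds plus 3 SD, cut at about 10% in these data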;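 also: 0% = DMSO wells and 100% = sodium butyrate wells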
hcDAF-12 act – H. contortus DAF-12 nuclear receptor activators, primary screen, cell-based, luminescence, HEK293, lit1-tk-luc reporter; HEK293 hcDAF-12 lit1-tk-luc reporter; 0% DMSO, 100% Δ7-dafachronic acid; activation, % at 6.8 µM; actives 1.4% (n = 370,000); AID 652067, 2013;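 active = activation above the mean of all tested compounds plus 3 SD, cut at about 5.5% in these data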;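 also: 100% = response to 3 µM Δ7-dafachronic acid high control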
DAX1 inh-1 – DAX1 (NR0B1) inhibitors, primary screen, cell-based, HEK293, Gal4-DAX1, luciferase luminescence. HEK293 Gal4-DAX1 luciferase reporter. inhibition, % at 6.75 µM. actives 0.99% (n = 340,000). AID 504766, 2011;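 active = inhibition above the mean over all tested compounds plus 3 SD, cut at about 4.2% in these data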;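 also: 0% = DAX1-transfected cells with DMSO and 100% = empty-vector control cells with DMSO; inhibition shows as a rise in luminescence from relieved DAX1 repression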
NPR2 activator – human GC-B receptor activators, primary screen, HEK293 GC-B cells, cGMP TR-FRET, EC30 CNP. Atrial natriuretic peptide receptor 2 (Homo sapiens), P20594. 0% at EC30 CNP, 100% saturating CNP. activation, % at 10 µM. actives 0.11% (n = 370,000). AID 1920062, 2024;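 active = activation at 10 µM reaching about 35% in either raw or pattern-adjusted values, limit read from the data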
Target sequence (P20594 whole entry, looked up): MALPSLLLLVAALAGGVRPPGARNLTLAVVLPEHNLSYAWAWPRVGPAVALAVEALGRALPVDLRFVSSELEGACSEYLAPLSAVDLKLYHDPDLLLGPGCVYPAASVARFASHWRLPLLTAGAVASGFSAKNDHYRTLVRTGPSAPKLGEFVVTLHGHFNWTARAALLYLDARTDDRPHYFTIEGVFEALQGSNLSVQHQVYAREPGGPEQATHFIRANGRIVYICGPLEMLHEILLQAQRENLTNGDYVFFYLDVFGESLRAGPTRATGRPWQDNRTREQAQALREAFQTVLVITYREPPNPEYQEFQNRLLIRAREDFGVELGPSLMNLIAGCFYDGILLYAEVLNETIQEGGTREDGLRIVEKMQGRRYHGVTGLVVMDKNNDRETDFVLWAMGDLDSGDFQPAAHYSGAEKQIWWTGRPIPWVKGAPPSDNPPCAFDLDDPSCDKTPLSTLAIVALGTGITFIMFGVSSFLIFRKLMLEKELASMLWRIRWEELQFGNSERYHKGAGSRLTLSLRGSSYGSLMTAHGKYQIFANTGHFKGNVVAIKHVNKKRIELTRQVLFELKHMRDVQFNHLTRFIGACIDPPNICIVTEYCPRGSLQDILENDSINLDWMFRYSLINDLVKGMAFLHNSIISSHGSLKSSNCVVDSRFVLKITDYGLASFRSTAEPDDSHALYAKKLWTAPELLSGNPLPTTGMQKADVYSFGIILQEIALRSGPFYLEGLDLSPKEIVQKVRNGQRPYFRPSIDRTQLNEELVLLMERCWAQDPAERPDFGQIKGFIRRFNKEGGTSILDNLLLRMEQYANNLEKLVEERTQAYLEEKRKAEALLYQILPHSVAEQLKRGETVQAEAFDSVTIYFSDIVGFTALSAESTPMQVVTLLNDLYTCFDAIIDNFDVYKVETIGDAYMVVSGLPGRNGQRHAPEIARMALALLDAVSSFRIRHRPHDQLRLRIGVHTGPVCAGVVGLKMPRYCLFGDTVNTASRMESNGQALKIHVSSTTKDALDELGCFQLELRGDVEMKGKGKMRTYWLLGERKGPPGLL
ssDAF12 agonist – S. stercoralis DAF-12 nuclear receptor activators, primary screen, cell-based, luminescence, HEK293, GRIP1 co-expression, lit1-tk-luc; actives 1% (n = 370,000); Nuclear hormone receptor DAF-12 (Strongyloides stercoralis); activation, % at 6.8 µM; HEK293 ssDAF-12/GRIP1 lit1-tk-luc reporter; % of 3 µM dafachronic acid response; AID 652126, 2013;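 active = activation above the mean over all tested compounds plus 3 SD, cut at about 0.9% in these data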;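 also: 0% = DMSO-only wells and 100% = 3 µM delta7-dafachronic acid wells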
KLK7 zymogen act – proKLK7 zymogen activators, primary screen, biochemical, fluorescence intensity; Kallikrein-7 (Homo sapiens), P49862; purified proKLK7, EDANS-DABCYL substrate fluorescence; 100% is mature enzyme control, 0% vehicle; activation, % at 7 µM; actives 0.9% (n = 370,000); AID 652039, 2013;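 active = activation above the mean of all tested compounds plus 3 SD, computed per campaign excluding outliers beyond control limits, cut at about 13% in these data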
HGIII-sPLA2 inh – human group III sPLA2 inhibitors, primary screen, biochemical, QFRET, BODIPY PC-A2 liposome substrate. Group 3 secretory phospholipase A2 (Homo sapiens), Q9NZ20. inhibition, % at 12.2 µM. actives 0.56% (n = 370,000). QFRET BODIPY PC-A2 liposome hydrolysis, fluorescence;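 active = inhibition above mean plus 3 SD of compounds lying within the high and low control bounds, cut at about 19% in these data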;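 also: 0% = median of test compound wells and 100% = no enzyme DMSO wells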
DAX1 inh-2 – DAX1 (NR0B1) inhibitors on StAR promoter, primary screen, cell-based, luminescence, SF-1 (NR5A1), full-length DAX-1 | HEK293T StAR-luciferase reporter, SF-1/DAX-1 repression relief | inhibition, % at 6.8 µM | actives 1.1% (n = 370,000) | AID 652010, 2013;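 active = inhibition above the mean over all tested compounds plus 3 SD, cut at about 3.6% in these data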;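 also: 0% = DAX-1 cells with DMSO and 100% = cells lacking DAX-1 with DMSO; higher inhibition means more luminescence from relief of DAX-1 repression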
FXN GAA850 act – FXN promoter activators, primary screen, cell-based, luciferase luminescence, HEK293 lucGAA850 | actives 0.56% (n = 360,000) | AID 540364, 2011 | activation, % at 6 µM | HEK293 lucGAA850 FXN promoter luciferase reporter, 24 h; percent of 10 µM SAHA response;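 active = activation above the average of all compounds screened plus 3 SD, cutoff fixed separately per campaign, cut at about 7.5% in these data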;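 also: 0% = DMSO wells and 100% = 10 µM SAHA wells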
* hit, by the source's call; / = not tested or not shown.

SMILES | SMARCA2 act | NPR1 activator | hgDAF-12 ag | hcDAF-12 act | DAX1 inh-1 | NPR2 activator | ssDAF12 agonist | KLK7 zymogen act | HGIII-sPLA2 inh | DAX1 inh-2 | FXN GAA850 act
NC(=O)c1cc(S(=O)(=O)NCCc2ccc(S(N)(=O)=O)cc2)cs1 | -1.8 | -2.1 | 0.7 | -1.0 | 0.4 | -1.1 | -1.3 | -0.3 | -3.1 | 0.6 | -0.9
NC(=O)[C@H]1CC2(CC(c3cccc(NC(=O)CC(c4ccccc4)c4ccccc4)c3)=NO2)CN1C(=O)CC(c1ccccc1)c1ccccc1 (stereo not given in full) | 0.0 | 0.9 | -3.6 | -1.8 | -1.4 | 2.1 | -1.4 | 0.2 | -38.1 | -0.7 | -0.7
Cc1ccc(Cl)cc1Nc1nc(N2CCOCC2)nc(N2CCOCC2)n1 | -1.3 | -2.4 | 1.0 | -2.3 | -1.1 | -3.2 | -1.4 | 0.0 | -2.0 | -0.3 | -0.9
O=C(COC(=O)c1ccccn1)c1cccc(Br)c1 | 0.9 | -2.1 | 0.1 | 0.2 | -0.4 | 0.5 | 0.2 | 0.1 | -2.3 | 0.5 | 4.7
CCCCCN1CCCCC(NC(=O)c2ccc(F)c(F)c2)C1=O (stereo not given) | -2.0 | 2.0 | -1.2 | 0.2 | / | 0.9 | -1.9 | 0.6 | 1.6 | 0.8 | /
Cc1ccc(/C=C/C(=O)NCc2ccc3c(c2)OCO3)o1 | 0.1 | 2.8 | -0.2 | 1.2 | 1.0 | 1.8 | -1.2 | -0.3 | -5.6 | -0.3 | 2.3
Cn1cnc2c1c(=O)n(Cc1ccc(F)cc1Cl)c(=O)n2C | 0.2 | 2.3 | -0.5 | -0.4 | 0.4 | -1.3 | -1.3 | 0.1 | 0.7 | -0.5 | 3.5
CCOC(=O)COc1ccc2c(=O)c(-c3ccc(OC)c(OC)c3)c(C(=O)OCC)oc2c1 | -1.8 | 1.1 | 2.4 | -1.1 | -1.6 | -0.4 | -1.3 | 0.6 | -1.0 | 0.7 | 1.2
CC(C)NC(=O)CCc1nnc(Cc2cccc(C(F)(F)F)c2)o1 | 0.6 | -2.6 | 8.9 | 2.0 | 1.1 | -11.7 | -0.1 | -0.2 | 5.2 | 0.9 | 2.1
COc1ccc(NC(=O)c2cc(-c3ccccc3OC)on2)cc1 | 1.0 | 1.0 | 6.3 | 2.8 | 1.9 | -13.1 | 0.0 | -0.1 | -3.2 | -1.9 | -3.6
CC(C)c1[nH]nc2c1C(c1cccc(C(F)(F)F)c1)N(Cc1ccccc1)C2=O (stereo not given) | -8.5 | -4.6 | 0.8 | 0.2 | / | -6.3 | -1.0 | 0.6 | 10.4 | -0.9 | /
CCOC(=O)C1(Cc2cccc(OC)c2)CCCN(C(=O)CCc2cccnc2)C1 (stereo not given) | 9.3* | -0.9 | 11.6* | 0.0 | 3.5 | -0.1 | -1.1 | 0.8 | -3.1 | 0.5 | 7.3
CN1C2CCC1CC(NS(=O)(=O)c1ccc(C#N)cc1)C2 (stereo not given) | -3.3 | -1.4 | -2.1 | 0.5 | -0.1 | 4.2 | -0.8 | 0.2 | 13.2 | -0.7 | -0.8
CCSc1nnc(NC(=O)c2ccc3ccccc3n2)s1 | 5.3 | 0.1 | 4.4 | 6.3* | 1.3 | -3.3 | 1.0* | 0.4 | 2.8 | 0.6 | 5.7
COc1cc(F)ccc1-c1cc(C(=O)NCc2cc(C(F)(F)F)cc(C(F)(F)F)c2)[nH]n1 | -2.3 | 2.1 | -0.9 | 0.6 | / | 7.7 | -0.9 | 0.0 | -2.6 | -0.4 | -0.8
Cc1nn(C(C)(C)C)c(OC(=O)c2ccco2)c1Sc1ccccc1 | -5.5 | -2.4 | -3.3 | -1.3 | -1.2 | -14.3 | -1.5 | 0.5 | 2.2 | -0.7 | -1.9
COc1cc(NC(=O)c2cccs2)ccc1NC(=O)c1ccco1 | 0.8 | 0.8 | 6.5 | 2.5 | -0.4 | -0.8 | -0.1 | 0.1 | 3.3 | 2.2 | 4.1
O=C(Nc1cccc(-c2cnc3ccccc3n2)c1)c1cccc(NC(=O)c2ccco2)c1 | 7.7 | 8.3 | -6.1 | -4.1 | -4.7 | 9.5 | -2.4 | -1.9 | -5.7 | -3.0 | -3.3
COc1ccc2oc(C(=O)OCC(=O)/C(C#N)=C(\C)N)c(C)c2c1 | -0.5 | 2.2 | 0.4 | -2.0 | 3.5 | -4.2 | -1.9 | 0.4 | 1.8 | 0.3 | 5.1
O=C(CN(c1ccc2c(c1)OCCO2)S(=O)(=O)c1ccccc1)NCc1ccc(Cl)cc1 | -1.8 | -4.0 | -1.5 | -1.9 | -1.6 | 1.6 | -1.2 | 0.4 | -14.2 | -0.6 | -5.3
Cc1ccc(S(=O)(=O)Nc2ccc3ncccc3c2[N+](=O)[O-])cc1 | -0.8 | -1.4 | -0.1 | -1.8 | 2.5 | 7.8 | -0.9 | -0.2 | -8.2 | -1.4 | 0.3
COC(=O)[C@H](CCSC)NC(=O)Nc1cc(OC)cc(OC)c1 | -1.4 | -2.3 | 1.5 | -1.2 | 1.1 | -5.9 | -1.9 | 0.5 | 2.6 | -0.1 | 0.1
CN(C)C(=O)NCc1ccc(S(N)(=O)=O)cc1 | -1.2 | 0.6 | 2.0 | -1.8 | 1.3 | -0.2 | -1.3 | -0.6 | 2.6 | -0.6 | -0.6
CCc1ccc(NC(=O)CSc2nnc(-c3cnccn3)n2Cc2ccco2)cc1 | 1.5 | -5.8 | 0.6 | 0.3 | -0.3 | -2.6 | -0.9 | 0.0 | -7.4 | -0.2 | 3.4
C=C(C)C(=O)Oc1ccc(N2C(=O)CCC2=O)cc1 | 1.1 | 1.7 | -1.5 | -2.9 | 1.2 | -2.2 | -1.4 | 0.1 | 1.0 | -0.8 | 1.2
O=C(Cn1[nH]c(=O)c2ccccc2c1=O)OCC(=O)c1ccccc1 | 0.3 | -0.7 | 0.8 | 0.0 | 1.7 | -5.3 | -1.4 | 0.5 | 4.4 | 2.8 | 0.7
COc1ccc(CN2C(=O)C(CC(=O)NCCCN(C)C)CC(C(=O)N(C)C)=C2C)cc1 (stereo not given) | -6.0 | -0.9 | -2.8 | -1.3 | 0.4 | -1.7 | -1.4 | 0.3 | 9.0 | 0.8 | -0.6
COC(=O)c1cccc(NC(=O)CN2C(=O)c3ccccc3C2=O)c1 | 1.2 | -4.7 | -2.0 | 1.5 | 0.0 | 1.8 | -0.6 | -0.6 | 0.1 | 0.2 | 1.5
CCS(=O)(=O)N1Cc2ccccc2CC1C(=O)Nc1ccc(NC(C)=O)cc1 (stereo not given) | -0.8 | -0.3 | -2.5 | -2.0 | 1.1 | 3.2 | -0.8 | -0.8 | 4.3 | -0.3 | -0.7
O=C(Cn1c(=O)c(=O)n(Cc2ccccc2)c2ccc(Cl)cc21)NCC1CCCO1 (stereo not given) | -4.3 | 2.9 | -0.9 | -0.3 | 4.6* | -1.7 | -1.7 | -0.2 | 8.0 | 1.0 | -1.4

Among those listed so far, these have a cyano group.
SMILES | SMARCA2 act | NPR1 activator | hgDAF-12 ag | hcDAF-12 act | DAX1 inh-1 | NPR2 activator | ssDAF12 agonist | KLK7 zymogen act | HGIII-sPLA2 inh | DAX1 inh-2 | FXN GAA850 act
CN1C2CCC1CC(NS(=O)(=O)c1ccc(C#N)cc1)C2 (stereo not given) | -3.3 | -1.4 | -2.1 | 0.5 | -0.1 | 4.2 | -0.8 | 0.2 | 13.2 | -0.7 | -0.8
COc1ccc2oc(C(=O)OCC(=O)/C(C#N)=C(\C)N)c(C)c2c1 | -0.5 | 2.2 | 0.4 | -2.0 | 3.5 | -4.2 | -1.9 | 0.4 | 1.8 | 0.3 | 5.1

Next section
SMILES | SMARCA2 act | NPR1 activator | hgDAF-12 ag | hcDAF-12 act | DAX1 inh-1 | NPR2 activator | ssDAF12 agonist | KLK7 zymogen act | HGIII-sPLA2 inh | DAX1 inh-2 | FXN GAA850 act
CC(C)CCN1CCC[C@]2(N[C@H](c3ccc(C(F)(F)F)cc3)[C@@H]3C(=O)N(Cc4ccccc4)C(=O)[C@@H]32)C1=O | -0.4 | 2.9 | 1.9 | 1.5 | 0.9 | 1.4 | -0.5 | -1.0 | -5.2 | -0.5 | -2.3
CC(=O)c1ccc(NCC(=O)N2CCN(S(=O)(=O)c3ccccc3)CC2)cc1 | 0.4 | 0.7 | -2.9 | -0.5 | -0.3 | -6.0 | -1.1 | -0.1 | -12.5 | -0.7 | -0.8
CC(C)N(C(=O)[C@H]1C[C@H](CC(=O)NCCc2ccccn2)C(=O)N2CCc3c([nH]c4cc(CCC(=O)N(C)C)ccc34)[C@]12C)C(C)C | -2.6 | 2.8 | 0.7 | 1.5 | -1.2 | 2.7 | -1.4 | 2.4 | 0.9 | -1.0 | -0.9
CC(C)(C)c1cc(C(=O)NNC(=O)Nc2ccccc2)n(Cc2ccccc2)n1 | -2.7 | -0.6 | -1.8 | -0.8 | 1.6 | -1.0 | -2.2 | 0.5 | -8.6 | -0.3 | -0.3
COc1ccc(NS(=O)(=O)c2cc(NC(=O)c3sccc3C)ccc2N2CCOCC2)cc1 | 2.4 | -4.4 | -1.4 | -0.5 | 1.4 | -9.3 | -1.3 | 0.5 | -1.1 | -0.4 | -2.6
O=C(/C=C/c1ccc2c(c1)OCO2)c1ccc[nH]1 | 7.8 | 3.1 | 10.8* | 3.5 | 2.9 | -2.0 | 0.3 | 5.8 | -2.9 | 2.5 | 7.1
O=P(OC1CCCCC1)(OC1CCCCC1)C(O)c1cccnc1 (stereo not given) | -4.2 | -0.9 | 2.6 | 5.9* | 2.2 | -5.8 | 0.6 | -0.2 | 0.0 | 0.8 | 0.5
O=C(c1scc2c1CCCC2)N1CCCCC1 | -7.8 | 3.1 | 1.0 | -1.6 | 1.1 | 3.3 | -1.3 | -0.4 | 1.5 | 0.3 | 0.3
CCOC(=O)C1CCCN(CCC(=O)Nc2ccccc2)C1 (stereo not given) | 1.9 | 8.2 | -1.6 | 0.9 | 0.5 | -4.7 | -1.5 | 0.4 | -1.1 | -0.1 | -0.9
CCS(=O)(=O)c1nc(S(=O)(=O)c2ccc(C)cc2)c(N2CCCC2)s1 | -1.9 | 3.4 | 0.3 | -3.2 | -0.8 | 4.8 | -0.8 | -0.3 | 4.2 | -0.1 | 5.3

Screens as filed in PubChem.
